DENV2 CPE rescue = DENV2-induced cell death inhibition; DENV2-infected cells, cytopathic effect rescue, plate reader; CPE inhibition, % at 9.99 µM; 350,000 compounds, 1.7% hits; AID 651640; in the data active = CPE inhibition above about 20%, passing the limit was not always enough; inconclusive = no clear call, values can overlap the other calls; tested in BHK-21 cells;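 also: 0% = median of neutral control wells and 100% = median of positive control wells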
CASP6 VEID inh = blocks human caspase-6 cleavage activity | P55212 | purified caspase-6, Z-VEID-R110 cleavage fluorescence | inhibition, % at 12.5 µM | 350,000 compounds, 0.53% hits;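 active = mean inhibition across replicates at least about 35%, with every replicate also reaching that limit, limit read from the data; inconclusive = only one of the two criteria met; inactive = neither criterion met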;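 also: 0% = median of neutral control wells and 100% = no fluorescence left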
CFTR F508del cor = CFTR F508del correction in bronchial cells | CFBE cells, YFP halide quenching; stimulated with forskolin plus potentiator P3; % fluorescence drop versus neutral controls | activity (quench increase), % at 7.58 µM | 350,000 compounds, 0.36% hits;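 active = mean added fluorescence quench of at least 8% versus neutral control, with both replicates also reaching 8%; inconclusive = only one of the mean or replicate conditions met; inactive = mean below 8% and not both replicates reaching 8%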;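 also: cells transiently co-express mutant CFTR-F508del with the halide-sensitive YFP; corrector assay measuring rescue of mutant channel to the surface after 24 h compound exposure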
INS-1E GSIS act = primary screen for activators of insulin secretion dependent on glucose, INS-1E cells, GLuc reporter luminescence; INS-1E GLuc reporter insulin secretion, 2-3 h; activation, % at 16.6 µM; 370,000 compounds, 0.61% hits;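 active = lowest replicate activation of at least 40%, so every replicate reaches that level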;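 also: 0% = median of neutral control wells and 100% = median of IBMX positive control wells; some compounds called inactive have numbers as strong as hits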
Xi reactivation = X-chromosome reactivation activator. AID 743238. XiGFP mouse fibroblasts, % GFP-positive cells imaging, 3 d; cells co-treated with 5-aza-dC sensitizer; scaled so ellipticine positive control = 100%. activation, % at 7.58 µM. 360,000 compounds, 0.055% hits;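 active = mean normalized replicate activation at least 10% and every replicate at or above 10%; inconclusive = only one of the two criteria met; inactive = mean below 10% and not all replicates reach 10%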;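 also: 0% = median of on-plate neutral control wells and 100% = ellipticine 6 µM median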
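Assay system – SV40-immortalized XiGFP fibroblast cells, line 68-5-11 · Buffer or medium – DMEM supplemented with 5-aza-dC as sensitizing agent · Dosing – one concentration, pinned · Benchmarks – positive control ellipticine, 6 µM final · Times – 3 days compound exposure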
RAD54 branch = inhibitors of human RAD54 branch migration; 360,000 compounds, 0.14% hits; Q92698; inhibition, % at 10.4 µM; RAD54 Holliday junction branch migration, FAM/BHQ fluorescence;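 active = mean normalized replicate activity at least 40 and at least half of replicates scoring 40 or more; inconclusive = only one of the two criteria met; inactive = mean below 40 and under half of replicates reaching 40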;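 also: 0% = median of neutral control wells and 100% = median of positive control wells; inhibitors cause a drop in the FAM fluorescence signal; in these data hits start at about 50%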
RAD52 inh = inhibitors of human RAD52 DNA annealing | P43351 | recombinant RAD52 DNA annealing, FRET fluorescence | inhibition, % at 18.7 µM | 360,000 compounds, 0.46% hits | AID 651710;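 active = every replicate showing at least 50% inhibition; inconclusive = mean inhibition at least 50% but not in every replicate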
Target sequence (P43351 whole entry, looked up): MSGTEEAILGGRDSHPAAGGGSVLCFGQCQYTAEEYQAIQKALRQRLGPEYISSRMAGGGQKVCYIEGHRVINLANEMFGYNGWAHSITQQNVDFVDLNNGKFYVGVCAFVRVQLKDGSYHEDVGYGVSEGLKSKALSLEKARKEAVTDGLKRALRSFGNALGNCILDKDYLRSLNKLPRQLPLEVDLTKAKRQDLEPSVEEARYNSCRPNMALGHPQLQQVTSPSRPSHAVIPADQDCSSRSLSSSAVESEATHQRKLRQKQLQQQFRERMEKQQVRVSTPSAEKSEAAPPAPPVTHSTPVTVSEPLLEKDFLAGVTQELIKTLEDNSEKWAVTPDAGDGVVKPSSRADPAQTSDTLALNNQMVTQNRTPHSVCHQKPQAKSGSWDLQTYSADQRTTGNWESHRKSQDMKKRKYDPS
E-sel inducer = E-selectin induction on HUVECs; P16581; HUVEC E-selectin immunofluorescence imaging; normalized: neutral wells 0, TNF-alpha wells 100; activation, % at 7.58 µM; 260,000 compounds, 0.37% hits; AID 686992;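 active = mean E-selectin-positive cell signal at least 10% of the positive control, reached in at least 60% of replicates, without over 20% cell loss; inconclusive = no rule given, readout overlaps actives, possibly toxicity-flagged; inactive = the rest, including those meeting only one limit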;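 also: in these data hits start at about 27%; measured in HUVEC primary endothelial cells; signal is the percent of cells scored E-selectin positive by PE staining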
Target sequence (P16581 whole entry, looked up): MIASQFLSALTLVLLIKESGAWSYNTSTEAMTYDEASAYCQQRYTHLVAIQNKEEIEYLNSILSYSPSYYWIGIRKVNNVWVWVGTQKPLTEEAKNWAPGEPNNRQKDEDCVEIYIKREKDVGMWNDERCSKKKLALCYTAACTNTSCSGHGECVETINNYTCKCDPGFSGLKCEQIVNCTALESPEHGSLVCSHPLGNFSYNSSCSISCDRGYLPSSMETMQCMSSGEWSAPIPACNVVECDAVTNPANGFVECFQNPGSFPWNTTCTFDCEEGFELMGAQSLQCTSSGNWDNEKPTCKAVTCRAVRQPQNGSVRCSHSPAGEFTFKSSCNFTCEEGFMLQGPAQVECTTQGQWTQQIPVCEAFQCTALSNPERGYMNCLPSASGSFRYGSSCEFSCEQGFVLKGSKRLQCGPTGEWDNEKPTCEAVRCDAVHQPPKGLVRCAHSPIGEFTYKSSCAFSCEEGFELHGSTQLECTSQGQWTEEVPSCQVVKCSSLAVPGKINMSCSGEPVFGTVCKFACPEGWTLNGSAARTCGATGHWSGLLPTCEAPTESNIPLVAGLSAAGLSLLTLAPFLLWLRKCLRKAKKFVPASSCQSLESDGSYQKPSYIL
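Assay system: HUVEC primary endothelial cells. Input: 3,000 HUVEC seeded per well. Doses: one compound dose added by pin transfer. Read-out basis: % PE-positive cells. Benchmarks: TNF-alpha high, DMSO low. Detection: immunofluorescence imaging. Buffer or medium: EGM-2, gelatin.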
The depositor's hits bear a star; ? = inconclusive; . = no result given; & = joins results of further samples.

SMILES	DENV2 CPE rescue	CASP6 VEID inh	CFTR F508del cor	INS-1E GSIS act	Xi reactivation	RAD54 branch	RAD52 inh	E-sel inducer
Cc1ccccc1-c1nc2cc(Cl)ccc2c(=O)o1	?	4	-2.3	-9	0.0	.	-13	0.0
COCCN1CCCC(CNCc2cn(C)nc2-c2ccc(Oc3ccccc3)cc2)C1 (centres undefined)	.	-17	-8.7	17	0.1	.	41	.
COc1ccc(NC(=O)c2ccccc2N(Cc2ccccc2)S(C)(=O)=O)cc1	.	.	-2.3	-11	0.1	0	-14	1.6
C[C@H](NC(=O)Cc1cccc2ccccc12)C(=O)N1CCOCC1	2	1	1.5	2	0.4	0	-15	0.0
CN(C(=O)C(C)(C)C)[C@H]1C[C@H]2c3[nH]c4ccccc4c3CCN2C(=O)[C@H]1CO	-11	5	-0.4	-1	0.1	0	-25	-0.3
Cc1cc(=O)n2nc(N3CCCC(C(=O)NCc4ccccc4C)C3)sc2n1 (centres undefined)	-3	-2	2.8	0	0.0	13	-14	.
Cc1ccc(S(=O)(=O)N(C)C[C@H]2Oc3ncc(-c4ccncc4)cc3C(=O)N([C@@H](C)CO)C[C@@H]2C)cc1	1	-1	1.3	-4	0.5	1	5	1.5
CCCCn1c(N)c(N(CCOC)C(=O)CCC2CCCCC2)c(=O)[nH]c1=O	-1	2	1.3	8	0.0	9	-15	.
C[C@H]1CN([C@@H](C)CO)C(=O)c2cc(C#CC3CC3)cnc2O[C@@H]1CN(C)C	69*	-4	-1.0	5	0.0	-3	3	-0.4
N#Cc1cc2c(=O)n3ccccc3nc2n(Cc2ccco2)c1=NC(=O)c1ccco1	-9	7	1.4	-14	0.0	.	-66	.
Cc1cc(C)c2cc(C#N)c(NCCCNC(=O)c3ccncc3)nc2c1	6	0	-4.0	-1	0.1	.	-5	0.0
Cc1sc2nc(CN3CCOCC3)[nH]c(=S)c2c1C	1	1	-1.3	-29	0.1	.	-19	2.2
C/C=C/c1cnc2c(c1)C(=O)N([C@H](C)CO)C[C@H](C)[C@H](CN(C)Cc1ccc(F)cc1)O2	3	0	0.0	-7	-0.2	-6	1	-2.8
CC(C)(C)OC(=O)CNC(=O)c1nc[nH]c1C(=O)N1CCNCC1	-2	5	-1.5	-3	0.0	-10	2	-0.1
Cc1oc(C(C)(C)C)cc1C(=O)N1CCN(c2ncccc2C(F)(F)F)CC1	-3	-4	-1.0	.	0.0	.	-14	.
CCOc1ccc(NC(=O)CSc2nnc(C)n2C2CC2)cc1S(=O)(=O)N1CCCC1	-6	8	-3.6	11	0.1	.	2	0.2
COc1ccc2nc(SC(C)C(=O)NC3(C#N)CCCCC3)[nH]c2c1 (centres undefined)	-6	1	-2.2	.	0.3	0	-9	0.0
C[C@H](CO)N1C[C@H](C)[C@@H](CN(C)S(=O)(=O)c2ccc(Cl)cc2)Oc2ccc(NC(=O)CCCCCC(=O)Nc3ccccc3N)cc2CC1=O	.	.	-2.7	16	0.0	.	.	-4.7
COCCNC(=O)C1(C)CCCN(Cc2cc(C)ccc2C)C1 (centres undefined)	19	-2	1.7	14	-0.1	-10	-8	-0.2
COc1cc(/C=C2\SC(=Nc3cccnc3)NC2=O)cc(OC)c1OC	2	-2	0.1	24	0.1	-34	-61	0.0
Cc1cccc(NC(=O)c2cccc(N3C(=O)CCC3=O)c2)c1	3	4	2.8	28	0.0	13	0	-0.7
O=C1C2CCCCN2C(=O)N1CCCCN1CCN(c2ccccc2Oc2ccccc2)CC1 (centres undefined)	-1	2	1.1	-11	0.2	-17	-4	-0.1
Cn1cc(CN2CCC(n3nccc3NC(=O)Cc3ccccc3)CC2)cn1	-4	-15	3.8	10	0.2	-9	-29	-0.1
CC(=O)c1ccc(Sc2ccccc2N)c([N+](=O)[O-])c1	0	1	-1.9	13	0.1	-9	-23	0.0
CCN1[C@@H]2c3ccc(-c4ccccc4)c(=O)n3C[C@@H]2[C@@H](CO)[C@@H]1C(=O)NCC(F)(F)F	-6	-2	-0.8	0	0.1	11	-1	-0.4
OC(CN1CCc2ccccc2C1)c1ccccc1 (centres undefined)	3	-1	-0.6	11	-0.2	.	-4	5.8
COc1cc(OC)cc(C(=O)NNC(=O)Cc2cccs2)c1	10	8	4.7	5	0.0	1	-7	0.3
C[C@H](CO)N1C[C@H](C)[C@@H](CN(C)S(=O)(=O)c2cn(C)cn2)Oc2ccc(NS(=O)(=O)c3cccs3)cc2CC1=O	2	-2	-3.5	7	-1.1	0	4	-0.5
COC(=O)[C@H](Cc1ccc(O)cc1)NC(=O)Cn1ccc(NC(=O)OCc2ccccc2)nc1=O	-8	-1	-2.8	-2	0.1	-4	-13	-0.3
CSC[C@H]1CN(c2ccccc2)C(=O)[C@@H]1CC(=O)Nc1ccc(Br)cc1	9	-1	3.9	-10	-0.1	-13	-13	12
O=C(c1cn(-c2ccccc2)nc1-c1cccnc1)N1CCCC(C(F)(F)F)C1 (centres undefined)	4	-5	0.5	7	-0.1	4	-7	0.1
COc1ccncc1-c1csc(C(O)c2ccccc2)n1 (centres undefined)	9	0	-1.0	12	0.1	11	-9	0.5
O=C(Nc1ccc(Cl)cc1Cl)c1ccc2ncsc2c1	-2	1	-1.3	8	0.0	17	-1	0.0
COC(=O)c1cc([N+](=O)[O-])c(-n2ccnc2)c([N+](=O)[O-])c1	8	5	.	4	0.1	.	-9	.
CCN1C(=O)[C@H]2[C@@H](c3ccc(-c4ccc(OC)cc4)c(OC)c3)N[C@@](C)(C(=O)OC)[C@H]2C1=O	14	7	2.7	-26	-0.1	-3	-13	-0.2
CCOc1ccc(CNCc2ccccc2Cl)cc1	1	-1	-0.4	-8	0.1	.	0	.
CCOC(=O)Cc1csc(NC(=O)CCCCCN2C(=O)c3ccccc3C2=O)n1	.	-2	.	-7&13	.	5	-6	.
CCCCN1CC(COCc2ccccc2)Oc2cccc(Oc3ccc(F)cc3OC)c2S1(=O)=O (centres undefined)	-4	0	-3.2	14	0.4	.	-2	-0.1
O=C(O)COCC(=O)N1CCCN(c2ccc(C(F)(F)F)cn2)CC1	2	-6	1.9	9	0.1	-6	-14	0.4
COc1ccccc1C1CCN(Cc2ccc3ccccc3c2)CC1	3	-2	4.8	-21	0.1	-2	-15	.
COc1cc(C2/C(=C(\O)c3ccc4c(c3)CC(C)O4)C(=O)C(=O)N2c2nnc(C)s2)cc(OC)c1OC (centres undefined)	-1	0	-4.6	6	0.1	-8	-2	3.3
CC(=O)c1cccc(CN2CCC(n3nccc3NC(=O)CCOc3ccccc3)CC2)c1	0	-5	-1.4	-6	0.5	-8	-2	.
O=S(=O)(NC1CCCCC1)c1ccc(N2CCOCC2)nc1	-2	2	-3.7	9	0.2	0	-22	-0.1
CCCCCc1ccc(S(=O)(=O)Nc2cc(C)ccn2)cc1	6	-2	-2.8	1	0.9	.	-16	0.0
C[C@H](CO)N1C[C@H](C)[C@@H](CN(C)Cc2ccc(Oc3ccccc3)cc2)Oc2c(NS(=O)(=O)c3ccccc3)cccc2C1=O	-14	0	2.6	-10	-0.1	.	7	.
CCCCCNC(=O)c1ccc2c(=O)n(CCCOCC)c(=S)[nH]c2c1	-4	0	3.9	10	0.0	0	-6	.
Cc1ccccc1Nc1nc(N)nc(COC(=O)/C=C/c2ccco2)n1	19	5	-1.7	-4	0.1	.	-25	.
CCCCn1c(N)c(N(CCOC)C(=O)COC(=O)CCOc2ccccc2)c(=O)[nH]c1=O	-3	4	2.5	44	-0.1	-5	-13	0.0
COc1ccc(N(C)S(=O)(=O)c2cccc(C(=O)N3CCN(Cc4ccc5c(c4)OCO5)CC3)c2)cc1	2	2	-2.8	-61	0.0	5	1	4.3
O=C(O)c1ccccc1NC(=O)C(Cc1ccccc1)N1C(=O)c2ccccc2C1=O (centres undefined)	7	1	0.3	5	0.0	-11	-16	.
COc1ccccc1C(C)NC(=O)c1ccc(S(=O)(=O)NCc2ccco2)cc1 (centres undefined)	7	0	3.3	.	-0.2	-5	-15	.
CCC(=O)N1[C@H](CO)[C@@H](c2ccc(-c3cccc(F)c3)cc2)[C@@H]1CNC(C)=O	13	.	-3.8	0	0.3	-8	.	0.0
C[C@@H]1CN([C@@H](C)CO)S(=O)(=O)c2ccc(C#CC3CC3)cc2O[C@H]1CN(C)Cc1cccnc1	-3	0	4.1	-6	0.0	2	-9	0.3
COc1ccc(COCC(O)CN2CCC(C(N)=O)CC2)cc1 (centres undefined)	-1	8	0.0	15	0.1	3	-86	0.5
CC1CC(C)(C)CC2(C1)NC(=O)N(CC(=O)Nc1ccc3c(c1)OCO3)C2=O (centres undefined)	2	-1	-0.1	-4	-0.1	-8	-17	0.0
O=[N+]([O-])c1ccc(CN2CCOCCOCCOCC2)cc1	1	-2	-1.7	-6	0.2	-19	-5	.
CN1CCN(C(=O)C2=C[C@@H](c3ccc4c(c3)OCO4)C[C@@H](OCc3ccc(CO)cc3)O2)CC1	1&-2	1&-1	1.8&-3.3	2	0.0	1&-6	-3&-7	0.4
CCC(=O)N(C)C[C@H]1Oc2ncc(/C=C/c3ccccc3)cc2C(=O)N([C@@H](C)CO)C[C@H]1C	1	-1	-1.4	-7	0.1	-1	3	-0.2
Cc1ccccc1NC(=O)NNC(=O)c1ccc2ccccc2c1	-11	5	0.7	-7	0.3	-5	-2	.
C[C@@H]1CN([C@H](C)CO)C(=O)c2cccc(NC(=O)Nc3ccc(F)cc3)c2O[C@H]1CN(C)C(=O)Nc1ccc(C(F)(F)F)cc1	12&7	2&2	2.1&1.5	-31	0.1&0.1	0	-10&6	-12&0.8
Next part
SMILES	DENV2 CPE rescue	CASP6 VEID inh	CFTR F508del cor	INS-1E GSIS act	Xi reactivation	RAD54 branch	RAD52 inh	E-sel inducer
C[C@@H]1CN([C@@H](C)CO)C(=O)c2cc(C3=CCCC3)cnc2O[C@H]1CN(C)C(=O)C1CCC1	1	-1	-0.4	4	-0.8	-3	-4	0.0
CCN1CCN(Cc2ccc(NC(=O)c3ccc(C)c(NC(=O)c4ccnnc4)c3)cc2C(F)(F)F)CC1	0	-9	0.1	-6	0.4	-6	-16	0.0
CC1CCCN(C(=O)COc2ccc(Nc3ccccc3)cc2)C1 (centres undefined)	6	-3	-1.9	23	0.4	.	-19	.
O=c1[nH]c(NCCO)nnc1Cc1ccc(Cl)cc1	2	3	1.0	0	0.2	-11	-10	.
Cn1c(CSCc2ccc(F)cc2)nnc1SCC(=O)Nc1cccc(C(=O)O)c1	-5	0	1.9	-4	0.4	13	0	-0.1
O=C(CCN1CCCCC1)N[C@H]1CC[C@H](CC(=O)N2CCC(Cc3ccccc3)CC2)O[C@H]1CO	20	-4	-0.3	-3	0.0	0	-6	0.1
C[C@@H]1CN([C@H](C)CO)C(=O)CCCn2cc(nn2)CO[C@@H]1CN(C)Cc1ccc(Oc2ccccc2)cc1	1	-1	0.0	8	0.1	-5	2	0.1

From PubChem
